Screening data: PubChem, several laboratories
OPRM1-OPRD1 inv: inverse agonists of human mu-delta opioid receptor heterodimerization; P35372+P41143; cell-based MOR-DOR heterodimer luminescence, inverse agonism; inhibition, % at 9.3 µM; actives 0.21% (n = 340,000); AID 504357; in the data active means inhibition above about 22%, passing the limit was not always enough;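 further: 0% = cells with DMSO and 100% = wells without cells with DMSO; values of inactives mirror those of a sister screen read the other way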
Pemphigus Ab inh: blocks pemphigus antibody binding to human desmoglein-3 | P32926 | DSG3-coupled beads, scFv-anti-DSG3-GFP binding, flow cytometry; hits give low values | binding (percent of control), % at 10 µM | actives 0.48% (n = 310,000);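 active means binding more than 3 SD below its plate's average and above zero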;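 further: hits lower antibody fragment binding to DSG3; some compounds called inactive have numbers as strong as hits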
Target sequence (P32926 whole entry, looked up, the tested form may be a part): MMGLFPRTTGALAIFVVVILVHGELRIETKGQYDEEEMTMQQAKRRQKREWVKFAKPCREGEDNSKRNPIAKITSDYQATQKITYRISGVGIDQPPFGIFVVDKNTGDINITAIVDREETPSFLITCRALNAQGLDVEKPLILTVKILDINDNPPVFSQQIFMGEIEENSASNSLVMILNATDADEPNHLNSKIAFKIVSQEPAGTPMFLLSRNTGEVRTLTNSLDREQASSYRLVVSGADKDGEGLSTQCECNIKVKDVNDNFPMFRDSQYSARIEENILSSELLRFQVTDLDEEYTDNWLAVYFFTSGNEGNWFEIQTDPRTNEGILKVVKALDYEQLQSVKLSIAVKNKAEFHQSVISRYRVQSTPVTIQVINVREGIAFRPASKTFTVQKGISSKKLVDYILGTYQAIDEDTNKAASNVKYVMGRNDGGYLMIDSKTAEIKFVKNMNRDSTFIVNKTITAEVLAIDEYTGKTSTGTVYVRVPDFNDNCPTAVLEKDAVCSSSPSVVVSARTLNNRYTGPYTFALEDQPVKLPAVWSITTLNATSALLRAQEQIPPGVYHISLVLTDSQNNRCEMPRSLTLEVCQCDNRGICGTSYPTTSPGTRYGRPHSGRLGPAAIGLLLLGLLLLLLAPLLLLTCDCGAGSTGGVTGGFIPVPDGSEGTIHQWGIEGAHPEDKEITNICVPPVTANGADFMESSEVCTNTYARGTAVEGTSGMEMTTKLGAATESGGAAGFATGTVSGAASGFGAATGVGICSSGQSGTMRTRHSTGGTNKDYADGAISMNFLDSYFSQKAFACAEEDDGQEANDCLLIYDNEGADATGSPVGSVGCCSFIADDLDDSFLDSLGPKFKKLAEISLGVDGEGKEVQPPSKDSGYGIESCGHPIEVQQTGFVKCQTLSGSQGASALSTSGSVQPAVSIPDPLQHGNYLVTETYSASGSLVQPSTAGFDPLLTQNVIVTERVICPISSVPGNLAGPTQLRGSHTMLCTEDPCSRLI
Arr AP2 block: blocks beta-arrestin peptide binding to AP2 adaptin; inhibition, % at 10 µM; AID 504490; actives 0.31% (n = 340,000); FITC-arrestin peptide / GST-AP2 beads, flow cytometry; AP2 beta2 appendage carries R879A mutation;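 active means inhibition above a set limit, near 3 SD of compounds lacking own fluorescence, cut at about 54% in these data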;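 further: plate controls were DMSO wells for no effect and 5 µM unlabelled arrestin peptide for full effect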
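System: GST-AP2 R879A glutathione beads | Also added: FITC-arrestin peptide, 50 nM | Times: 12 min plus 1 h, RT | Signal: Bead flow cytometry, FITC channel | Buffer or medium: PBS with 0.05% Tween 20 and 0.1% BSA | Read-out basis: Percent drop in bead-associated FITC signal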
PKA-R1A activ: PKA-R1A complex activation. P00514+P68181. PKA-R1A dissociation, Cy5-IP20 fluorescence polarization; scaled: DMSO 0%, 113 µM cGMP 100%. activation, % at 11.4 µM. actives 0.083% (n = 340,000). AID 504707;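 active means percent activation above the mean of all tested compounds plus 3 SD, cut at about 19% in these data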;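 further: higher means more PKAc released from R1A so a rise in polarization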
MOR-DOR ag: agonists of human mu-delta opioid receptor heterodimerization; P35372+P41143; cells, OPRM1-OPRD1 heterodimerization, luminescence; activation, % at 9.3 µM; actives 0.3% (n = 340,000); in the data active means activation above about 18%;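 further: 0% = vehicle-treated cells and 100% = reference agonist; values of inactives mirror those of a sister screen read the other way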
Tat export inh: blocks Tat-dependent protein export in E. coli; E. coli MC4100 TorA-mCherry Tat export, fluorescence; inhibition, % at 10 µM; actives 0.036% (n = 340,000); AID 488895;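 active means mean replicate inhibition at least 50% and at least half of replicates individually reaching 50%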;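 further: exported cargo escapes ClpAP degradation while cytoplasmic cargo is degraded and loses fluorescence; 0% = median of neutral control wells and 100% = median of NaSCN control wells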
AddAB inh: less growth of phage-infected E. coli with AddAB; inhibition, % at 11.9 µM; AID 435030; E. coli expressing H. pylori AddAB, absorbance growth; actives 0.29% (n = 330,000); in the data active means inhibition above about 12%;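 further: 0% = vehicle wells of infected cells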
phage Ecoli inh: E. coli growth loss with phage present; inhibition, % at 11.9 µM; actives 0.26% (n = 360,000); growth absorbance; in the data active means inhibition above about 11%
PfHsp90 yeast 2: inhibits growth of yeast expressing Plasmodium falciparum Hsp90 | actives 0.32% (n = 310,000) | inhibition, % at 9.4 µM | S. cerevisiae expressing PfHsp90, BacTiter-Glo ATP, 48 h; yeast lacking PDR1 and PDR3 efflux regulators;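 active means every replicate shows inhibition above about 80%, whatever the replicate mean, limit read from the data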;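 further: 0% = DMSO neutral controls and 100% = 20 µM radicicol positive controls; yeast relying on Plasmodium falciparum Hsp90 in place of its own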
Mot1-301 SUMO: inhibitors of SUMOylation pathway: yeast Mot1-301 growth rescue; actives 1% (n = 320,000); growth rescue, % at 18.8 µM; S. cerevisiae Mot1-301 growth rescue, ATP luminescence, 38.5C; percent above DMSO median, 100 means doubled;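 active means every valid replicate shows activation above 250% relative to neutral control wells; inactive means the rest, any valid replicate at or below 250%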;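 further: OY570 slx delta 5 strain wells were the positive control but not used for scaling; some compounds called inactive have numbers as strong as hits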
Ecoli viability: reduces bacterial viability in AddAB counter-screen | E. coli V3065 growth, OD600 absorbance, 18 h | inhibition, % at 11.9 µM | actives 0.27% (n = 330,000);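 active means inhibition above the campaign's mean inhibition across all tested compounds plus 3 SD, cut at about 9.9% in these data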;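 further: uninfected addAB+ strain grown without phage in ampicillin broth; 0% = DMSO wells and 100% = ciprofloxacin 0.95 µg/ml wells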
An asterisk follows results filed as active; / = no result given.

SMILES	OPRM1-OPRD1 inv	Pemphigus Ab inh	Arr AP2 block	PKA-R1A activ	MOR-DOR ag	Tat export inh	AddAB inh	phage Ecoli inh	PfHsp90 yeast 2	Mot1-301 SUMO	Ecoli viability
S=C(NCCc1ccccc1)Nc1ccc(Nc2ccccc2)cc1	-38	105	11	-8	7.3	3	2.9	6.1	-33	0	5.1
CCOc1ccc(OCC)c(S(=O)(=O)NC2CC(C)(C)NC(C)(C)C2)c1	12	116	7	-5	-2.4	-4	-0.2	1.8	/	-8	-0.8
Clc1ncccc1-c1nc2ccccc2s1	16	103	2	-10	-3.4	2	3.2	3.6	-9	-5	0.0
O=C(c1sc(N2CCOCC2)nc1-c1ccccc1)N1CCCCC1	5	/	9	-5	-1.0	-1	-1.4	2.2	22	-17	0.7
CCC(C)C(=O)N1c2ccccc2C(=C2SC(C(=O)OC)=C(C(=O)OC)S2)C(=S)C1(C)C (stereo not drawn)	12	67	21	1	-2.3	2	0.7	4.0	-2	-3	-1.9
CCOC(=O)Cc1csc(SCC(=O)/C(C#N)=C(\C)N)n1	6	106	-6	1	-1.1	0	-1.3	2.1	6	-4	-1.7
CN=C1N(C)C[C@@H]2[C@@H]3C(=O)N(Cc4ccccc4)C(=O)[C@@H]3[C@](Cc3ccccc3)(C(=O)OC)N12	6	105	0	-5	-1.3	5	1.7	-0.4	-2	/	0.7
Cc1ccc(S(=O)(=O)n2nc(-c3ccc(Cl)cc3)nc2NCc2ccco2)cc1	-18	105	15	6	3.8	0	3.4	2.3	/	-12	2.0
Cc1cc(C(=O)Nc2nc3ccc(S(C)(=O)=O)cc3s2)c(C)o1	6	95	-5	1	-1.1	13	0.6	1.9	29	-21	-2.0
CC/C=C/C(=O)N1CC2(CC(c3cccc(NC(=O)CCCCC)c3)=NO2)C[C@H]1C(N)=O (stereo partly drawn)	3	85	0	10	-0.6	1	0.2	-3.8	-8	7	1.2
O=C(CSc1nnc(-c2ccccc2)n1-c1ccccc1)c1cccs1	4	107	-3	1	-0.8	5	3.4	1.7	/	64	1.4
CCOC(=O)Nc1ccc(OC(=O)Oc2ccc(NC(=O)OCC)cc2)cc1	-14	78*	-6	-10	3.3	-4	/	3.5	8	/	/
Cc1cc(C)nc(NS(=O)(=O)c2ccc(NC(=O)COc3ccccc3F)cc2)n1	2	92	4	-4	-0.4	2	1.1	0.6	-3	-4	0.7
C=CCNC(=S)/N=c1/ccccn1CCC	14	/	4	-13	-2.8	3	3.1	4.2	-7	302	-0.5
O=C(CN(C(=O)c1csnn1)c1ccccc1Cl)NC1CCCCC1	7	/	5	7	-1.1	4	/	-1.0	-26	/	/
COC(=O)[C@]1(C)N[C@H](CN(C)C(=O)c2ccccc2)[C@@H]2C(=O)N(C)C(=O)[C@@H]21	4	109	-3	-3	-0.9	4	2.4	5.4	0	-6	-0.7
O=C1C=C(N(CCO)CCO)C2(CCCCC2)O1	7	107	-4	-5	-1.4	-5	0.9	1.6	/	90	-0.2
CCNc1nc(NC(C)C)nc(NS(=O)(=O)c2ccc(C)cc2)n1	-2	115	-4	10	0.3	12	0.2	3.2	8	1	-0.7
COc1cccc(NC(=O)CN(C)C(=O)CCC(=O)c2cc(C)sc2C)c1	3	101	32	-5	-0.5	-4	/	4.0	/	/	/
Cc1cc(C)c(S(C)(=O)=O)c(S(=O)(=O)c2ccc(Cl)cc2)n1	10	111	10	-9	-1.7	-3	1.1	0.7	9	1	0.2
O=C(NC1CCOC1=O)c1ccccc1 (stereo not drawn)	14	105	1	-1	-2.6	5	/	0.6	/	/	/
COc1cc(C2C3=C(CCCC3=O)Nc3[nH]n(-c4ccccc4)c(=O)c32)ccc1O (stereo not drawn)	5	103	-2	-2	-1.0	14	0.6	-0.3	15	-13	-1.0
COc1cc(C)c(C)cc1S(=O)(=O)n1c(C)nc2ccccc21	5	85	-1	1	-1.1	9	3.5	-2.0	6	0	0.6
Cc1ccsc1C(=O)N/N=C/c1ccc2c(c1)OCO2	-4	123	12	5	0.8	-3	-2.1	3.9	2	-1	0.8
O=C(NC1CCCCC1)C(c1ccc2ncccc2c1)N(Cc1ccccc1)C(=O)c1cccs1 (stereo not drawn)	0	104	-9	2	0.0	4	3.4	-0.3	-13	-2	-0.7

(next part)
SMILES	OPRM1-OPRD1 inv	Pemphigus Ab inh	Arr AP2 block	PKA-R1A activ	MOR-DOR ag	Tat export inh	AddAB inh	phage Ecoli inh	PfHsp90 yeast 2	Mot1-301 SUMO	Ecoli viability
O=C(NNC1=NCCCCC1)Nc1ccc(Cl)cc1	8	110	7	-9	-1.5	-3	-0.4	2.2	-3	-8	-0.6
c1ccc(CCc2nc(-c3ccc(-n4cccc4)cc3)no2)cc1	3	106	2	-9	-0.6	8	0.9	3.1	-32	7	-0.5
CC1CCc2sc3nc(N4CCN(CCO)CC4)n4ncnc4c3c2C1 (stereo not drawn)	12	/	4	0	-2.7	-6	2.0	2.9	12	-12	0.8
CC(C)(C)c1ccc(/C=C/C(=O)Nc2ncccn2)cc1	14	102	-4	-4	-2.8	-3	1.4	2.9	-3	-12	1.6
CCC(C)NC(=O)CSc1nnc(-c2cc(-c3cccs3)nc3ccccc23)o1 (stereo not drawn)	15	99	-28	-19	-2.6	4	1.4	2.7	6	0	1.1
COC(=O)c1cc(C#N)c(NCc2ccccc2)nc1C	-17	100	37	1	3.4	0	3.1	3.0	/	1	0.6
COc1cccc2c1OCC/C2=N\NC(=O)COc1ccccc1C	-12	/	2	0	2.5	5	5.1	2.0	-9	11	4.3
Cc1ccc(SCC(=O)Nc2nncs2)cc1	/	102	30	/	/	/	3.3	1.1	/	22	-2.2
CCOc1ccc(-n2c(SC(C)C(=O)OC)nc3c(c2=O)SCC3)cc1 (stereo not drawn)	14	101	12	-3	-2.5	-8	1.6	-0.8	-20	-13	-2.3
O=C(NCc1ccccn1)C(=O)NCC(c1ccco1)N1CCN(c2ccc(F)cc2)CC1 (stereo not drawn)	12	92	4	-4	-2.2	-7	0.7	4.3	6	-14	1.1
C=CCn1c(SCc2csc(-c3ccc(Cl)cc3)n2)nnc1-c1ccccc1OC	1	/	2	-8	-0.2	12	1.9	3.1	17	-15	1.0
Cc1cc(C)c2nc(N3CCC(C(=O)NCCCN4CCCC4=O)CC3)sc2c1	13	/	5	0	-2.6	-1	1.9	-3.0	15	-3	-1.9
COc1cc(CNCc2ccc(C(=O)O)cc2)ccc1OCc1ccc(F)cc1	5	88	26	3	-0.9	2	-0.4	2.2	4	0	0.7
CCc1nccn1S(=O)(=O)c1ccccc1[N+](=O)[O-]	11	93	9	-3	-2.4	0	-0.2	1.2	-6	1	0.8
CCC(=O)N1CCc2cc(Br)cc(S(=O)(=O)NC3CCN(Cc4ccccc4)CC3)c21	-2	102	22	4	0.2	4	2.4	1.4	-68	-12	2.0
O=C(NNc1cc(Cl)ccc1Cl)C1CCC1	20	/	1	-15	-4.1	4	0.6	0.1	9	-8	0.5
CNC[C@H]1Oc2c(NS(=O)(=O)c3cccs3)cccc2C(=O)N([C@H](C)CO)C[C@@H]1C	-9	106	11	-1	1.6	9	5.6	5.4	0	5	0.6
Cc1ccc(C(=O)NCCc2csc(C)n2)cc1	1	117	-3	10	-0.2	-1	-3.4	0.8	7	-7	-2.5
CC(c1ccccc1)C1CC(=O)N(CC(=O)O)C1=O (stereo not drawn)	10	95	32	0	-1.9	-6	0.9	0.6	-38	255	1.4
COc1cccc(NC(=O)CN(C)C(=O)CNC(=O)c2ccc(Oc3ccccc3)cc2)c1	0	109	4	-3	0.1	4	-4.5	3.2	24	9	-2.0
Cn1c(N)c(C(=O)COC(=O)CC(NC(N)=O)c2ccc(Cl)cc2)c(=O)n(C)c1=O (stereo not drawn)	2	105	-11	-5	-0.3	5	/	6.0	/	/	/
COc1ccc(-c2csc(N(CCCN(C)C)C(=O)c3ccc(Br)cc3)n2)cc1	0	115	-11	-2	0.0	4	-1.5	3.2	6	232	-0.2
Nc1nc2n[nH]nc2c(=O)[nH]1	27	95	3	-8	-5.3	6	5.9	1.7	4	15	0.2
COCCNc1oc(-c2cccs2)nc1S(=O)(=O)c1ccc(C)cc1	13	107	6	-3	-2.8	-10	-0.8	2.2	5	165	0.0
O=C(COC(=O)CSCC(=O)N1CCCCC1)Nc1ccc(Cl)cc1	11	102	-7	-9	-2.1	-1	1.4	3.7	-5	338*	-0.5
CCCCC(=O)Nc1ccc(C(=O)NNC(=S)NC(=O)c2ccccc2[N+](=O)[O-])cc1	19	100	8	-1	-3.6	-3	-2.1	-5.1	-31	-5	-2.6
NC(=Nc1nc(-c2ccccn2)cc2ccccc12)c1ccccn1	8	90	-3	-3	-1.9	10	/	2.5	142*	/	/
CC(=O)Nc1cccc(C(=O)OCC(=O)NC(=O)c2ccccc2)c1	15	84	-2	-2	-2.7	7	0.5	2.1	-3	90	-0.1

Random excerpt: two compounds from above.
SMILES	OPRM1-OPRD1 inv	Pemphigus Ab inh	Arr AP2 block	PKA-R1A activ	MOR-DOR ag	Tat export inh	AddAB inh	phage Ecoli inh	PfHsp90 yeast 2	Mot1-301 SUMO	Ecoli viability
COc1cc(CNCc2ccc(C(=O)O)cc2)ccc1OCc1ccc(F)cc1	5	88	26	3	-0.9	2	-0.4	2.2	4	0	0.7
COc1cccc(NC(=O)CN(C)C(=O)CNC(=O)c2ccc(Oc3ccccc3)cc2)c1	0	109	4	-3	0.1	4	-4.5	3.2	24	9	-2.0

Full records from above:
Profile of Cc1ccsc1C(=O)N/N=C/c1ccc2c(c1)OCO2 : OPRM1-OPRD1 inv: -4; Pemphigus Ab inh: 123; Arr AP2 block: 12; PKA-R1A activ: 5; MOR-DOR ag: 0.8; Tat export inh: -3; AddAB inh: -2.1; phage Ecoli inh: 3.9; PfHsp90 yeast 2: 2; Mot1-301 SUMO: -1; Ecoli viability: 0.8
Profile of CCOc1ccc(-n2c(SC(C)C(=O)OC)nc3c(c2=O)SCC3)cc1 (stereo not drawn) : OPRM1-OPRD1 inv: 14; Pemphigus Ab inh: 101; Arr AP2 block: 12; PKA-R1A activ: -3; MOR-DOR ag: -2.5; Tat export inh: -8; AddAB inh: 1.6; phage Ecoli inh: -0.8; PfHsp90 yeast 2: -20; Mot1-301 SUMO: -13; Ecoli viability: -2.3
